cardiac RTF act – cardiac RTF calcium sensitivity activators, primary screen, biochemical, IANBD-TnC fluorescence, EC20 calcium | Troponin I, cardiac muscle (Homo sapiens) + Troponin T, cardiac muscle (Homo sapiens) + … | IANBD-labeled TnC RTF fluorescence at EC20 calcium; 0% EC20 calcium, 100% full calcium | activation, % at 7.2 µM | 0.24% of 340,000 active | AID 493008, 2010;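 active = activation above the mean over all tested compounds plus 3 SD, cut at about 30% in these data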;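 also: rise in fluorescence read as greater calcium sensitivity of cardiac thin filaments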
Arr AP2 block – inhibitors of beta-arrestin/AP2 binding, primary screen, biochemical, GPCR trafficking, flow cytometry | beta-arrestin 1 C-terminal peptide binding to AP2 beta2-adaptin appendage (human) | FITC-arrestin peptide / GST-AP2 beads; AP2 beta2 appendage carries R879A mutation | inhibition, % at 10 µM | 0.31% of 340,000 active;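 active = inhibition above a set limit, near 3 SD of compounds lacking own fluorescence, cut at about 54% in these data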;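 also: plate controls were DMSO wells for no effect and 5 µM unlabelled arrestin peptide for full effect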
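Measured by: flow cytometry, FL1 (488/535 nm); Material: AP2 appendage R879A on GSH beads; Evaluation: percent response; Timing: pre-incubation 12 min, peptide binding 1 h, room temperature; Also added: 50 nM FITC-arrestin peptide; Medium: PBS with 0.05% Tween 20 and 0.1% BSA.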
V-ATPase pHluor – regulators of yeast V-ATPase proton pumping, primary screen, pHLuorin cytosolic pH fluorescence. S. cerevisiae. response, % at 10 µM. 0.37% of 350,000 active; in the data active = response mostly above about 7.3%, no sharp cut-off; inactive = mostly below about 5.4%; also: actives read high; inactives centre near 0; some compounds called inactive have numbers as strong as hits; reference of the scale not given here
MOR-DOR ag – agonists of OPRM1-OPRD1 heterodimerization, primary screen, cell-based, luminescence | Mu-type opioid receptor (Homo sapiens) + Delta-type opioid receptor (Homo sapiens), … | cells | activation, % at 9.3 µM | 0.3% of 340,000 active | AID 504326, 2011; in the data active = activation above about 18%;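 also: 0% = vehicle-treated cells and 100% = reference agonist; values of inactives mirror those of a sister screen read the other way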
Target sequence (P35372 whole entry, looked up): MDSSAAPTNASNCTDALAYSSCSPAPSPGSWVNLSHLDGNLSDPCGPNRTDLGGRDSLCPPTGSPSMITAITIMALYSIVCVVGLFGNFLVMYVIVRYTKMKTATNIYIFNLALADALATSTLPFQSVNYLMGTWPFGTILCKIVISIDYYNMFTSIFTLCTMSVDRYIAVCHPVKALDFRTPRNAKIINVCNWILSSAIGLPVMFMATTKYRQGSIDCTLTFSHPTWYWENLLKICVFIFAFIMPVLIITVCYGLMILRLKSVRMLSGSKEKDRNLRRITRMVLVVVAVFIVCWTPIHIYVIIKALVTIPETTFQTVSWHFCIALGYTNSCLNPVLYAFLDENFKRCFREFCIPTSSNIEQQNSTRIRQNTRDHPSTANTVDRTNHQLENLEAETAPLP
Target sequence (P41143 whole entry, looked up): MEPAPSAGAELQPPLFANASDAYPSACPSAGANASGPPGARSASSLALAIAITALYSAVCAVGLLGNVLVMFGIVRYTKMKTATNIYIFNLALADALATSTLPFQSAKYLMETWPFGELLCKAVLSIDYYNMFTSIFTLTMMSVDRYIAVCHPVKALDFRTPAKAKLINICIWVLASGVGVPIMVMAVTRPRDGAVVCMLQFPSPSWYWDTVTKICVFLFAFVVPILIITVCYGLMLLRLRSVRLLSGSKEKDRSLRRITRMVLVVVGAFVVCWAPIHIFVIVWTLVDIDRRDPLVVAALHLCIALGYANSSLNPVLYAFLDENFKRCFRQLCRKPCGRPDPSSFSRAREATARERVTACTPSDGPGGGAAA
Wnt bcat act – Wnt/beta-catenin pathway activators, primary screen, cell-based, plate reader, single point | Wnt/beta-catenin reporter cell assay, activator | activation, % at 9.35 µM | 1.2% of 300,000 active | AID 743398, 2014; in the data active = activation above about 30%, passing the limit was not always enough;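 also: 0% = neutral control wells and 100% = positive control wells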
MOR-DOR inv ag – inverse agonists of MOR-DOR heterodimerization, primary screen, cell-based, luminescence; Mu-type opioid receptor (Homo sapiens) + Delta-type opioid receptor (Homo sapiens), …; cell-based MOR-DOR heterodimer luminescence, inverse agonism; inhibition, % at 9.3 µM; 0.21% of 340,000 active; AID 504357, 2011; in the data active = inhibition above about 22%, passing the limit was not always enough;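 also: 0% = cells with DMSO and 100% = wells without cells with DMSO; values of inactives mirror those of a sister screen read the other way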
Keap1 Nrf2 FP – Keap1-Nrf2 protein-protein interaction inhibitors, primary screen, biochemical, fluorescence polarization, single point. Keap1 Kelch-Nrf2 peptide fluorescence polarization, 1536-well. inhibition, % at 9.4 µM. 0.15% of 340,000 active; in the data active = inhibition above about 12%;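 also: human Keap1 Kelch domain with fluorescein labeled Nrf2 9mer peptide probe; 0% = neutral control wells and 100% = peptide positive control; higher means more block of Keap1 binding to Nrf2 peptide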
DSG3 Ab inh – inhibitors of pemphigus antibody binding to DSG3, primary screen, biochemical, bead-based, flow cytometry, scFv-GFP; DSG3-coupled beads, scFv-anti-DSG3-GFP binding; hits give low values; binding (percent of control), % at 10 µM; 0.48% of 310,000 active; AID 588358, 2011; Desmoglein-3 (Homo sapiens), P32926;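 active = binding more than 3 SD below its plate's average and above zero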;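 also: hits lower antibody fragment binding to DSG3; some compounds called inactive have numbers as strong as hits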
C-LANA FP – inhibitors of KSHV C-LANA binding to DNA, primary screen, biochemical, fluorescence polarization, FAM-LBS DNA, MBP-C-LANA, single point; Kaposi's sarcoma herpesvirus LANA C-terminal domain (residues 932-1162) DNA binding; AID 504423, 2011; 0.078% of 340,000 active; inhibition, % at 9 µM;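 active = highest replicate inhibition at or above 60% at 9 µM, even if other replicates fall short; inactive = all replicates below 60% inhibition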;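 also: 0% = neutral control wells and 100% = 4 µM acridine orange control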
Cardiac RTF inh – cardiac RTF calcium sensitivity inhibitors, primary screen, biochemical, IANBD-TnC fluorescence, EC70 calcium. inhibition, % at 7.15 µM. IANBD-labeled cardiac RTF, Ca2+ fluorescence. 0.12% of 340,000 active. Troponin I, cardiac muscle (Homo sapiens) + Troponin T, cardiac muscle (Homo sapiens) + …;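 active = inhibition above the mean inhibition of all tested compounds plus 3 SD, cut at about 17% in these data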;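 also: assay run at fixed EC70 calcium of 1.6 mM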
The depositor's hits bear a star; x = not tested or not shown.

Below each SMILES – cardiac RTF act, MOR-DOR inv ag, Wnt bcat act, Arr AP2 block, Cardiac RTF inh, V-ATPase pHluor, DSG3 Ab inh, MOR-DOR ag, C-LANA FP, Keap1 Nrf2 FP
> CC1CCN(c2nc3ccc(C(=O)NCCCN4CCCCC4C)cc3s2)CC1 (stereo not drawn)
  -1, 11, 1, -3, -5, -4, 109, -1.8, -2.0, 1
> Nc1c(C(=O)NCc2ccco2)nnn1Cc1ccccc1
  -1, 14, x, 25, -2, -4, 92, -2.6, -0.7, 2
> CCc1cccc(C)c1NC(=O)COC(=O)CC1CCCC1
  6, -1, -7, 22, -3, 0, 119, 0.1, 0.8, -4
> CN(C)CC#CCC(O)(c1ccccc1)C1CCCCC1 (stereo not drawn)
  6, 5, -1, 4, -2, 5, 105, -1.1, -0.4, -1
> O=C(O)Cc1ccc(N=Cc2c(O)ccc3ccccc23)cc1
  0, 16, -1, 8, -5, -2, 103, -2.6, 0.5, -12
> Cc1ccc2c(Cl)cc(Cl)c(OCC(=O)NCCc3ccccn3)c2n1
  5, 11, 0, 33, -9, 0, 101, -2.3, 1.0, -3
> COC(=O)c1ccc(C)cc1C1CN=NC12Cc1cc(C)ccc1C2=O (stereo not drawn)
  -4, -1, 2, 4, -3, 9, x, 0.3, -0.1, -3
> COc1cc(CN2CCN(C(=O)c3cccc4ccccc34)CC2)cc(OC)c1OC
  -2, 13, -1, -1, -7, 2, 146, -2.7, -0.1, -2
> CC(C)OC(=O)Nc1ccc(-c2ccc(NC(=O)OC(C)C)cc2Cl)c(Cl)c1
  3, 0, -2, -2, -1, -2, 102, 0.0, -1.5, -1
> COc1ccc(Cc2nnc(SCC(=O)N3CCN(c4ccccc4)CC3)o2)cc1
  0, -27, x, -6, -7, -3, 103, 4.9, -0.3, -2
> Nc1nonc1-n1nnc(C(=O)N/N=C/c2ccncc2)c1-c1ccccc1
  1, 3, 2, -1, -6, 0, 96, -0.5, -0.9, -4
> COc1ccccc1[C@@H]1C(c2ccccc2)=NN(c2ccc(Br)cc2)[C@H]1C(=O)N1CCOC1=O
  2, 5, -1, -9, -5, -2, 100, -1.1, -3.2, -2
> CN1CCC/C1=C1/C(=O)N(c2ccccc2)N=C1NC(=O)Nc1cccc(Cl)c1
  23, 7, -1, 43, 1, -1, 104, -1.3, 3.7, 2
> O=C(COC(=O)c1ccc(S(=O)(=O)N2CCCC2)cc1)Nc1cccc(Cl)c1
  -3, -1, 1, -7, 3, 0, 107, 0.2, -0.5, 5
> CSc1ccccc1NC(=O)C(=O)c1c[nH]c2ccccc12
  0, -47, 8, 10, 7, -1, 79, 10, 0.6, 0
> CC(NC(=O)c1ccco1)C(=O)N(C)Cc1ccc(C(F)(F)F)cc1 (stereo not drawn)
  -4, 4, -2, 22, -6, -2, x, -0.7, 0.4, -3
> Cc1cc(-c2ccn[nH]2)c(C)s1
  9, 0, -2, 8, -11, 0, 106, 0.1, -0.2, 2
> Cc1ccccc1CN1CCNC1=O
  -3, 10, x, 3, -6, 4, 98, -1.7, -0.7, 0
> CCc1ccccc1OCCCOc1ccc(OC)cc1
  -8, 1, x, -3, -5, 5, 100, -0.2, -0.6, 1
> COc1ccc(C(CNC(=O)Nc2ccc(Cl)cc2)N2CCN(C)CC2)cc1 (stereo not drawn)
  -3, 13, -1, -4, -1, -1, 93, -2.5, 1.1, -4

(more compounds)
Below each SMILES – cardiac RTF act, MOR-DOR inv ag, Wnt bcat act, Arr AP2 block, Cardiac RTF inh, V-ATPase pHluor, DSG3 Ab inh, MOR-DOR ag, C-LANA FP, Keap1 Nrf2 FP
> CCOc1ccc(Cl)cc1S(=O)(=O)N1CCN(c2ccc(F)cc2)CC1
  -7, -18, -11, 14, 4, -2, x, 3.1, -0.2, 3
> CN1CCN(c2ccccc2NC(=O)c2ccc(-c3ccc(Br)cc3)o2)CC1
  6, 0, x, 13, -4, 2, 91, -0.1, 0.4, 1
> O=[N+]([O-])c1cccc(/C=N/Nc2nnc(-c3ccccc3)c(-c3ccccc3)n2)c1
  1, 12, 11, 7, -3, 4, 120, -2.3, -0.4, -4
> c1ccc(CCCNc2ncccn2)cc1
  9, 18, 13, -3, 3, 5, x, -3.0, -0.4, 0
> Cc1ccccc1CN1[C@@H](CC2CCCCC2)COCCS1(=O)=O
  1, -43, -3, 8, -10, -5, 110, 7.4, 1.1, 4
> CCC(=O)Oc1oc(-c2ccccc2)nc1C=Nc1ccccc1OC
  3, 0, -4, -5, 6, -4, 108, 0.0, 0.3, -4
> CCN(CC)S(=O)(=O)c1ccc(S(=O)(=O)Nc2ccc3c(c2)oc2ccccc23)cc1
  -3, -26, -5, 6, -5, 0, 104, 5.5, -1.0, -1
> COc1ccc(-n2c(O)c(/C=N/NS(=O)(=O)c3ccc(C)cc3)c3ccccc3c2=O)cc1OC
  59*, 5, x, -1, -75, -4, x, -0.8, -12, -133
> COCCN(C(=O)Cc1cccs1)c1nnc(-c2cccnc2)s1
  10, 0, 3, -14, 4, 1, 90, 0.1, -2.4, -6
> CN1CCN(C(=O)c2ccc3c(c2)N(Cc2ccccc2)CCS3)CC1
  10, -6, x, 9, -3, -5, 110, 1.2, 0.2, -8
> COc1cccc(NC(=O)CSc2nc(N)cc(N)n2)c1
  3, -16, -2, 14, -12, 5, 94, 2.6, -0.7, -3
> Cc1cc(C)c(S(=O)(=O)c2cccc(C)c2C)c(=O)[nH]1
  -1, 16, 3, 27, -1, -1, 97, -3.4, -0.3, -2
> COc1ccc(-n2nc3c(N4CCC(C(=O)NCCc5ccco5)CC4)nnc(C)c3c2C)cc1
  -1, 14, 0, 18, 3, -2, 101, -2.8, 0.2, -13
> COc1ccc(C(=O)Nc2cc(Cl)ccc2N2CCOCC2)cc1S(=O)(=O)N1CCOCC1
  2, -1, 1, -16, -2, 3, 97, 0.2, 1.6, -4
> CCOC(=O)C1CCCN(S(=O)(=O)c2cccc3nsnc23)C1 (stereo not drawn)
  -1, 5, -1, -4, 1, 0, 95, -1.0, 0.6, -1
> CCOC(=O)C1CCN(C(c2ccc(OC)c(OC)c2)c2sc3nc(C)nn3c2O)CC1 (stereo not drawn)
  11, 6, 0, x, -8, x, 101, -1.1, -0.1, 1
> Cc1c(Cl)cccc1NC(=O)c1cc(-c2ccco2)on1
  -1, -8, 6, -6, -14, 3, x, 1.3, 1.3, -8
> COc1ccc(CCN(C)Cc2ccc(OC)c(OCc3ccccc3)c2)cc1OC
  -2, -12, 0, -5, -7, 4, 101, 2.3, 0.2, -4
> CC1(C)C(=O)Nc2ccccc2N1C(=O)COC(=O)c1cc(Cl)cc(Cl)c1
  -4, -9, -4, 25, -10, 0, 102, 2.4, 1.7, -4
> COc1cc(C(C(=O)NCc2ccccc2)N(Cc2ccco2)C(=O)c2cnccn2)cc(OC)c1OC (stereo not drawn)
  -1, 9, -1, 12, -10, -2, 105, -1.7, 0.5, 1

Some of these compounds in order of count of non-hydrogen atoms, ascending.
Below each SMILES – cardiac RTF act, MOR-DOR inv ag, Wnt bcat act, Arr AP2 block, Cardiac RTF inh, V-ATPase pHluor, DSG3 Ab inh, MOR-DOR ag, C-LANA FP, Keap1 Nrf2 FP
> Cc1cc(C)c(S(=O)(=O)c2cccc(C)c2C)c(=O)[nH]1
  -1, 16, 3, 27, -1, -1, 97, -3.4, -0.3, -2
> CCOC(=O)C1CCCN(S(=O)(=O)c2cccc3nsnc23)C1 (stereo not drawn)
  -1, 5, -1, -4, 1, 0, 95, -1.0, 0.6, -1
> Cc1ccccc1CN1[C@@H](CC2CCCCC2)COCCS1(=O)=O
  1, -43, -3, 8, -10, -5, 110, 7.4, 1.1, 4
> CCOc1ccc(Cl)cc1S(=O)(=O)N1CCN(c2ccc(F)cc2)CC1
  -7, -18, -11, 14, 4, -2, x, 3.1, -0.2, 3
> COc1ccc(-n2nc3c(N4CCC(C(=O)NCCc5ccco5)CC4)nnc(C)c3c2C)cc1
  -1, 14, 0, 18, 3, -2, 101, -2.8, 0.2, -13

Compounds from the list above that have a thiophene ring, fused or not:
Below each SMILES – cardiac RTF act, MOR-DOR inv ag, Wnt bcat act, Arr AP2 block, Cardiac RTF inh, V-ATPase pHluor, DSG3 Ab inh, MOR-DOR ag, C-LANA FP, Keap1 Nrf2 FP
> Cc1cc(-c2ccn[nH]2)c(C)s1
  9, 0, -2, 8, -11, 0, 106, 0.1, -0.2, 2
> COCCN(C(=O)Cc1cccs1)c1nnc(-c2cccnc2)s1
  10, 0, 3, -14, 4, 1, 90, 0.1, -2.4, -6

Other records follow.
Below each SMILES – cardiac RTF act, MOR-DOR inv ag, Wnt bcat act, Arr AP2 block, Cardiac RTF inh, V-ATPase pHluor, DSG3 Ab inh, MOR-DOR ag, C-LANA FP, Keap1 Nrf2 FP
> COc1ccc(CCn2c(=N)c(C(=O)NC3CCCC3)cc3c(=O)n4ccccc4nc32)cc1OC
  1, 14, 0, 43, -4, 2, 102, -2.7, 0.2, 2
> C=CCn1c(C)cc(C(=O)COC(=O)c2n[nH]c(=O)c3ccccc23)c1C
  6, 14, 12, 16, -1, 2, 94, -2.6, 1.8, 2
> CC12CCC(=O)N1C(C(=O)Nc1nc3ccccc3s1)CS2 (stereo not drawn)
  -8, 8, 9, 17, 6, -1, 107, -1.5, -0.9, 4
> O=C(NCCN1C(=O)C2C3C=CC(C3)C2C1=O)Nc1ccccn1 (stereo not drawn)
  3, 10, -2, 7, -8, 3, 104, -1.9, -2.4, 0
> Cc1cc(C=O)c(C)c2c1[nH]c1ccccc12
  0, -10, 2, -9, -5, 4, 94, 1.9, -2.3, -2
> CCCCc1ncc(CN2CCC(n3nccc3NC(=O)c3ccccc3OC)CC2)[nH]1
  -5, 11, -1, -13, -11, 1, 94, -2.2, -1.4, -4
> CCOc1ccc(S(=O)(=O)N(C)c2ccc(OCC(=O)Nc3nccs3)cc2)cc1
  -1, -7, -2, 46, -6, -1, 98, 1.2, 0.3, -1
> Cn1cc(Cl)c(C(=O)Nc2nccs2)n1
  -2, -3, 4, 17, -4, 4, x, 0.4, -0.9, 0
> O=c1[nH]oc2cc(Cl)ccc12
  0, 3, 0, 14, -2, 1, 109, -0.6, 0.1, -1
> O=C(CN(Cc1ccc(F)cc1)C(=O)c1csnn1)NCc1ccccc1
  -11, 8, -3, -1, -7, 2, 106, -1.5, 0.4, -1
> COc1ccc(CCNC(=O)CSc2nnc3c(n2)[nH]c2ccc(F)cc23)cc1OC
  3, 14, 1, -2, -8, 3, 98, -2.0, 1.1, -6
